Source: PubChem
HGIII-sPLA2 inh: human group III sPLA2 inhibitors, primary screen, biochemical, QFRET, BODIPY PC-A2 liposome substrate; 370,000 compounds, 0.56% hits; inhibition, % at 12.2 µM; Group 3 secretory phospholipase A2 (Homo sapiens), Q9NZ20; QFRET BODIPY PC-A2 liposome hydrolysis, fluorescence;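 active means inhibition above mean plus 3 SD of compounds lying within the high and low control bounds, cut at about 19% in these data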;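 further: 0% = median of test compound wells and 100% = no enzyme DMSO wells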
UHRF1 MBD2 ctr: UHRF1 methylated DNA binding inhibitors, primary screen, counter-screen for MBD2 inhibitor project, biochemical, TR-FRET, human UHRF1, single concentration; AID 687016, 2013; 370,000 compounds, 0.75% hits; E3 ubiquitin-protein ligase UHRF1 (Homo sapiens), Q96T88; UHRF1 binding to methylated oligo; inhibition, % at 4.4 µM; in the data active means inhibition above about 21%;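 further: UHRF1 SRA domain binding a hemimethylated CpG hairpin DNA probe; 0% = median of test compound wells and 100% = reference inhibitor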
ASAP1 inh: inhibitors of human ASAP1 ArfGAP activity, primary screen, biochemical, fluorescence polarization; AID 624377, 2012; inhibition, % at 16.5 µM; ASAP1-stimulated ARF1 GTP hydrolysis, GDP FP detection; 360,000 compounds, 0.19% hits; in the data active means inhibition above about 25%;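 further: 0% = vehicle with enzyme and substrate and 100% = no enzyme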
KLK7 zymogen act: proKLK7 zymogen activators, primary screen, biochemical, fluorescence intensity. AID 652039, 2013. 370,000 compounds, 0.9% hits. activation, % at 7 µM. purified proKLK7, EDANS-DABCYL substrate fluorescence; 100% is mature enzyme control, 0% vehicle;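 active means activation above the mean of all tested compounds plus 3 SD, computed per campaign excluding outliers beyond control limits, cut at about 13% in these data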
Target sequence (P49862 whole entry, looked up): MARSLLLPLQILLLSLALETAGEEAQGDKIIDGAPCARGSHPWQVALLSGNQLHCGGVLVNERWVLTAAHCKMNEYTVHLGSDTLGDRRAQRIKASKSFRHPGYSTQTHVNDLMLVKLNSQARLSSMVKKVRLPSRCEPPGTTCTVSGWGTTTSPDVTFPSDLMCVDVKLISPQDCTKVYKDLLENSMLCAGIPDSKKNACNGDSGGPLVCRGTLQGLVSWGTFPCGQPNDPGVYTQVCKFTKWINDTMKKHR
PLCg1 inh: PLC-gamma1 enzyme inhibitors, primary screen, biochemical, fluorescence, purified enzyme; 370,000 compounds, 0.84% hits; fluorogenic substrate; 1-phosphatidylinositol 4,5-bisphosphate phosphodiesterase gamma-1 (Homo sapiens), P19174; inhibition, % at 12.2 µM; in the data active means inhibition above about 9.5%
DDE Tn7 FP inh: inhibitors of Tn7 peptide binding to fibrin DD(E), primary screen, biochemical, fluorescence polarization, human fibrin, Tn7 probe. 370,000 compounds, 0.13% hits. inhibition, % at 8.3 µM. AID 720508, 2013. FP displacement of FITC-Tn7 peptide from fibrin DD(E); 0% = median of compound wells per plate;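 active means inhibition above the mean of compounds falling within the control limits plus 3 SD of them, cut at about 14% in these data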;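 further: 0% = plate median of compound wells and 100% = 10 µM Aha-Tn7 peptide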
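system = human fibrin DD(E) protein | quantity = DD(E) 2 µM final | medium = Tris/NaCl/CaCl2 buffer, pH 7.8 | also added = labelled Tn7 tracer, 0.1 µM | compound dosing = single point at 8.3 µM | timing = compound with protein 10 min, then 3 h after probe, room temperature | signal = FP measurement | benchmarks = Aha-Tn7 high control | repeats = one replicate per compound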
PLCb3 inh: human PLC-beta3 inhibitors, primary screen, biochemical, fluorescence; Purified PLC-beta3, fluorogenic substrate; inhibition, % at 12.2 µM; 370,000 compounds, 0.18% hits; in the data active means inhibition above about 11%;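 further: 0% = median of compound wells on plate and 100% = full blocker control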
Tn6 DDE FP: inhibitors of Tn6 peptide binding to fibrin DD(E), primary screen, biochemical, fluorescence polarization, human fibrin, Tn6 probe; Fibrinogen beta chain (Homo sapiens), P02675; Fibrin DD(E) TRITC-Tn6 fluorescence polarization displacement; inhibition, % at 8.3 µM; 370,000 compounds, 0.21% hits; AID 720509, 2013;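 active means inhibition above a per-campaign cutoff: mean of compounds within control limits plus 3 SD, cut at about 15% in these data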;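 further: 0% = median of all compound wells on the plate and 100% = blocking peptide control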
ARFGAP1 inhibitor: inhibitors of rat ARFGAP1 GAP activity, primary screen, biochemical, fluorescence polarization, GDP tracer | ADP-ribosylation factor GTPase-activating protein 1 (Rattus norvegicus), Q62848 | Arfgap1-stimulated ARF1 GTP hydrolysis, GDP FP detection | inhibition, % at 16.5 µM | 360,000 compounds, 0.26% hits | AID 651572, 2012;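 active means inhibition above a per-plate limit, mean inhibition of low control wells plus 3 SD, cut at about 25% in these data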;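 further: 0% = DMSO wells with enzyme and 100% = wells lacking Arfgap1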
Target sequence (Q62848 1-136 limits assumed): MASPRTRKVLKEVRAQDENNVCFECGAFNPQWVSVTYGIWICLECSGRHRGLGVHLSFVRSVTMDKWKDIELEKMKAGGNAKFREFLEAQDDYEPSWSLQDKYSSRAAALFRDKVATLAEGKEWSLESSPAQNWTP
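System: truncated rat Arfgap1 GAP domain / Benchmarks: high control wells lacking Arfgap1, low control full reaction with DMSO / Times: compound-enzyme preincubation 20 min, reaction 120 min, detection 60 min, 25 °C / Repeats: one replicate per compound / Also added: human ARF1(Δ1-17)-GTP substrate / Measured by: Tracer-displacement fluorescence polarization with EDTA stop, 620/688 nm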
NR1D1 modulator: modulators of Rev-erb alpha DNA binding, primary screen, biochemical, FITC-DNA, fluorescence polarization, uHTS; Rev-erbα–FITC-DNA binding, 90 min; AID 1259318, 2017; Nuclear receptor subfamily 1 group D member 1 (Homo sapiens), P20393; activity, % at 10 µM; 370,000 compounds, 0.79% hits;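 active means activity above about 14%, limit read from the data; passing the limit was not always enough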;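 further: 0% = DMSO wells with 35 nM protein and 100% = DMSO wells with 750 nM protein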
Target sequence (P20393 whole entry, looked up): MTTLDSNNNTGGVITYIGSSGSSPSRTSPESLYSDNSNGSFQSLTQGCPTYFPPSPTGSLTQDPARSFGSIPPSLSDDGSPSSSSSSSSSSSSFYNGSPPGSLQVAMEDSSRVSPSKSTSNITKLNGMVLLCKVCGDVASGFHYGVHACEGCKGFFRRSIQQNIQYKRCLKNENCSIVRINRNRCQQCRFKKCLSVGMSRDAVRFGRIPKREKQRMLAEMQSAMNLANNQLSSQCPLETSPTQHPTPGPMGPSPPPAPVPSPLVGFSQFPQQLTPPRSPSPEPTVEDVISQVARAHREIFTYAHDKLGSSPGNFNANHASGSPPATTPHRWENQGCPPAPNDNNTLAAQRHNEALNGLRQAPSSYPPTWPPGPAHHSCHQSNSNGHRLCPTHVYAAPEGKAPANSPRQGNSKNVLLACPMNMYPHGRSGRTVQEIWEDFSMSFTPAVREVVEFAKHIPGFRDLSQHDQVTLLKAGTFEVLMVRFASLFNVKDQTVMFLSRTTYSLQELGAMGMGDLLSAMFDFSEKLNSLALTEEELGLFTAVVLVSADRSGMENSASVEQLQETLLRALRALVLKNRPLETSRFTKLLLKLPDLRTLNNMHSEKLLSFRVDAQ
* hit, by the source's call; . = no result given. Compounds as they come; any-hit rate near 4.5%.

SMILES	HGIII-sPLA2 inh	UHRF1 MBD2 ctr	ASAP1 inh	KLK7 zymogen act	PLCg1 inh	DDE Tn7 FP inh	PLCb3 inh	Tn6 DDE FP	ARFGAP1 inhibitor	NR1D1 modulator
O=C(c1ccc(COc2ccc(Cl)cc2)cc1)N1CCCCC1	-7	7	-1	0.0	1	-8	-4	5	1	1
Cc1ccc(NC(=O)CCNS(=O)(=O)c2ccc3c(c2)c(=O)n(C)c(=O)n3C)cc1C	10	2	4	0.2	1	6	-2	5	5	-3
CC1CCCN(C(=O)N2c3ccccc3Sc3ccccc32)C1 (configuration not stated)	5	-2	-6	0.3	0	5	2	1	0	8
C[C@@]12CCC3[C@@](CCC4[C@@]3(C)CCC[C@@]4(C)C(=O)Nc3ccc(Cl)cc3)(CC1=O)C2 (some centres not stated)	7	3	5	-0.3	0	4	0	-3	6	0
CN(C)c1ccc(/C=N\NC(=S)SCN2C(=O)C3CCC(C)(C2=O)C3(C)C)cc1 (configuration not stated)	3	-2	13	-0.7	-20	2	-27	-2	8	2
CCCCN1CC(N2CCN(C(=O)c3ccco3)CC2)CS1(=O)=O (configuration not stated)	4	-2	2	0.6	-1	-3	1	-3	6	-2
Nc1nc(CN2CCCCC2)cs1	3	-2	8	-0.4	5	1	5	-8	4	0
COc1ccccc1CSc1ncc(-c2ccc([N+](=O)[O-])cc2)[nH]1	-12	-1	15	-0.5	-39	-7	-48	-11	9	8
CNC(=O)NC(=O)CSc1nnc(-c2ccco2)n1Cc1ccccc1	-7	-2	3	-0.3	0	-4	0	-1	-5	0
O=C(Cc1ccccc1)n1nc(-c2ccccc2)nc1NCc1ccco1	-7	-3	2	-0.2	0	-7	5	-7	7	-6
Oc1[nH]c2ccccc2c1N=Nc1nc(Nc2ccccc2)nc(N2CCOCC2)n1	-4	-2	-3	-0.3	1	-3	-6	-5	0	-4
O=c1[nH]c(=S)[nH]c2c1C(c1ccc(Br)cc1)c1c([nH]c(=S)[nH]c1=O)O2	-26	107*	-22	0.5	24*	5	-4	-8	-50	-19
CC(C)Oc1ccc2ccccc2c1CNC[C@H]1O[C@@H](n2ccc(N)nc2=O)[C@H](O)[C@@H]1O	1	-2	-13	0.0	-1	1	2	8	-17	1
O=C(NNS(=O)(=O)c1ccccc1)c1ccc(S(=O)(=O)N2CCCCC2)cc1	-2	2	-5	0.3	-1	3	-3	-3	-4	-6
Cc1ccc(NC(=O)NCCCN2CCCC2=O)cc1C	-3	-1	6	0.0	2	-2	-3	10	6	-5
COc1nc(-c2ccccc2)cc(-c2ccccc2)n1	-10	0	-2	-0.8	-2	-1	1	-7	5	0
CCOC(=O)C1CCN(C(=O)C2CCN(S(=O)(=O)c3ccc4ccccc4c3)CC2)CC1	-15	1	5	0.7	2	-1	-8	8	-7	1
CCOc1ccc(N(CC(=O)Nc2cccc(N(C)S(C)(=O)=O)c2)S(=O)(=O)c2ccccc2)cc1	-23	0	4	0.2	5	-5	1	-1	2	-4
COc1ccc(S(=O)(=O)N2CCCCC2)cc1NC(=O)C1CC(=O)N(Cc2ccco2)C1 (configuration not stated)	-4	-2	-11	-0.4	1	-2	0	2	-4	-5
CCOC(=O)c1cccc2c(=O)c(C(=O)c3ccc(Cl)cc3)c(C(=O)OC)[nH]c12	-1	-1	-4	0.2	-3	-1	1	4	8	50*
CC1(C)CC(=O)c2cn3nc(C(F)(F)F)nc3nc2C1	7	0	-3	-0.4	2	2	1	2	-9	-5
Cc1ccc(S(=O)(=O)Nc2ccccc2C(=O)Nc2nc(-c3ccc(F)cc3)cs2)cc1	-106	-1	11	-2.3	-211	-8	-301	-13	16	-2
Oc1ccccc1C(=S)N1CCN(c2cccc(Cl)c2)CC1	-3	1	8	0.0	1	6	-1	-2	-8	2
O=C(c1ccccc1)c1cccc(NC(=O)c2ccco2)c1	-6	-2	10	0.2	1	2	3	3	5	5
CCOc1cc(N2CCOCC2)c(OCC)cc1NC(=S)NCCCOC	2	7	3	0.3	2	-7	-3	-3	8	6
O=[N+]([O-])c1cccc(S(=O)(=O)Nc2ccc(-c3ccc(N4CCOCC4)nn3)cc2)c1	-15	-1	-18	-0.1	0	-5	-2	-1	1	6
O=C(NC1CCCCC1)c1ccc(CS(=O)Cc2ccccc2Cl)o1 (configuration not stated)	5	0	7	-0.3	-2	2	-6	3	5	-1
C=CCNc1nc(NCc2ccc(N(C)C)cc2)c2sc(-c3ccccc3)cc2n1	11	-1	8	-1.7	-16	3	-23	-25	46*	4
O=C1/C(=C/c2cccs2)SC(=S)N1C1CCS(=O)(=O)C1 (configuration not stated)	-1	-4	-2	0.0	3	5	-5	-1	-3	1
COc1ccc(S(=O)(=O)NC(N)=NCCc2ccccc2OC)cc1	6	5	1	0.2	0	1	-2	0	2	-3
COc1cc(C(=O)NCC(=O)OCc2cc(=O)oc3c(C)c(C)ccc23)cc(OC)c1OC	-6	-1	-6	0.8	-1	-3	-2	-2	-1	5
CCCCn1c2ccc(C)cc2c2nnc(SCCN3CCCCC3)nc21	-5	1	-4	0.2	-1	-4	-14	3	8	-4
Cc1ccc(C(=O)NC2CCCC2)s1	5	3	16	0.3	10*	-2	0	-2	1	4
Cc1nc(COc2ccc(C(=O)NCc3ccccc3CN3CCCCC3)cc2)cs1	-1	0	-3	-0.2	-2	1	-10	-1	-4	2
CN(CC(=O)Nc1ccc(N2CCOCC2)cc1)C(=O)C1CCCC1	6	3	-1	0.0	9	-4	-5	-3	5	2
CCOC(=O)c1cnc(-n2nc(C)cc2C)nc1N1CCOCC1	2	1	-5	0.0	6	1	4	11	2	4
C=CCSc1nc(=O)n2ccccc2n1	0	-2	9	0.4	-3	-6	1	3	5	-2
C=CCOC(=O)C1=C[C@H](c2ccccc2)[C@@H](CCCO)[C@H](OCC)O1	-4	-2	8	-0.3	0	-2	2	-4	1	-2
COc1ccccc1-c1nnc(SCc2nc3ccccc3s2)n1C	-1	1	4	0.6	-3	-2	0	2	8	3
Cc1sc2ncn(CC(=O)N(C)C3CCCCC3)c(=O)c2c1C	10	-2	8	-0.3	-4	4	1	0	3	-3
COc1cc(/C=C2\CCOC2=O)cc(OC)c1OC	6	0	-10	1.1	-4	2	-14	-10	4	-3
C[C@H]1COC[C@@H](C/C=C/c2ccccc2)N1c1ccccc1	0	-1	-12	0.6	-2	-2	0	3	-8	4
COc1ccccc1-n1c(SCC(=O)NC2CCCCC2)nc2c(c1=O)SCC2	2	0	-6	0.8	1	1	0	3	11	-5
O=C(NCc1ccc2c(c1)OCO2)c1ccc(N2CCCCCC2)c([N+](=O)[O-])c1	4	0	-6	-0.1	-1	0	0	-6	10	-4
Cc1cc[n+](CC(=O)N2CCCc3ccccc32)cc1	0	0	1	0.4	0	-4	3	-9	9	0

Compound profiles, from the list above. Values in the order: HGIII-sPLA2 inh, UHRF1 MBD2 ctr, ASAP1 inh, KLK7 zymogen act, PLCg1 inh, DDE Tn7 FP inh, PLCb3 inh, Tn6 DDE FP, ARFGAP1 inhibitor, NR1D1 modulator
Results for `Cc1ccc(C(=O)NC2CCCC2)s1` = 5, 3, 16, 0.3, 10*, -2, 0, -2, 1, 4
Results for `COc1cc(C(=O)NCC(=O)OCc2cc(=O)oc3c(C)c(C)ccc23)cc(OC)c1OC` = -6, -1, -6, 0.8, -1, -3, -2, -2, -1, 5
Results for `COc1ccccc1-n1c(SCC(=O)NC2CCCCC2)nc2c(c1=O)SCC2` = 2, 0, -6, 0.8, 1, 1, 0, 3, 11, -5

Further records follow:
SMILES	HGIII-sPLA2 inh	UHRF1 MBD2 ctr	ASAP1 inh	KLK7 zymogen act	PLCg1 inh	DDE Tn7 FP inh	PLCb3 inh	Tn6 DDE FP	ARFGAP1 inhibitor	NR1D1 modulator
CCOC(=O)CSc1nc2nc(Cl)c(Cl)nc2[nH]1	-4	0	-15	36*	-209	-7	-302	-4	-17	4
CC(=O)c1ccc(N2CCN(C(=S)Nc3cc(C)ccc3C)CC2)cc1	3	2	-3	0.1	0	-3	0	-2	0	8
CNc1snc(C)c1C(=O)OCC(=O)c1cc(F)ccc1OC	4	-3	-11	0.0	-1	-5	-9	2	-4	-2
CC(C)[C@H](NC(=O)OC(C)(C)C)C(=O)N1CCC(Oc2cccnc2)CC1	3	-1	.	0.8	2	6	4	-7	.	-1
CCCNC(=O)c1ccc2nc(-c3ccccc3)c(-c3ccccc3)nc2c1	-2	0	1	-3.9	-17	0	-18	6	-2	3
CCOCCCNC(=O)C(Cc1ccccc1)NS(=O)(=O)c1ccc2c(c1)c(=O)n(C)c(=O)n2C (configuration not stated)	1	1	8	0.0	-1	4	3	13	-14	1
Cc1nnc(SCc2cc(=O)[nH]c(/N=C(\N)Nc3ccccc3Sc3ccccc3)n2)s1	0	-2	8	0.6	1	-2	3	-4	-2	2
COC(=O)[C@@]1(C)[C@H]2C(=O)N(C)C(=O)[C@H]2[C@H]2CN=C(SCC(=O)c3ccccc3)N21	-18	-1	2	0.1	-1	-2	3	3	3	1
COC(=O)[C@H](C(C)C)N1Cc2nnn(Cc3ccccc3)c2-c2ccccc2S1(=O)=O	1	-1	.	0.4	-1	-7	2	12	.	-2
COc1cccc(N2CCN(C(=O)CSc3nc4ncccc4[nH]3)CC2)c1	2	-1	.	-0.1	0	1	3	2	.	0
CCCCn1c(N)c(N(CCC(C)C)C(=O)C2=COCCO2)c(=O)[nH]c1=O	6	-1	-4	-0.1	0	3	-13	10	-5	-3
Cc1cc(C)n(CC(O)CN(c2ccccc2)S(=O)(=O)c2ccc3ccccc3c2)n1 (configuration not stated)	-10	1	2	0.6	-2	0	7	8	5	1
O=C(NCc1ccccc1)C(c1ccc(F)cc1)N(C(=O)c1csnn1)C1CCCC1 (configuration not stated)	3	1	-3	0.4	-2	-3	-10	3	6	1
CCOc1ccc(-c2nnc(SCC(=O)NC3CC3)o2)cc1	12	0	13	-0.5	2	0	-5	-3	13	-2
CC(=O)Nc1ccc(OCCC[n+]2ccccc2)cc1	5	5	16	-0.9	0	8	6	-7	-1	-3
CC1(C)CC(=O)C(C(c2ccc(Br)cc2)C2C(=O)CC(C)(C)CC2=O)C(=O)C1	0	2	4	-0.1	1	8	-5	9	-6	16
